# TCR act = T cell receptor activation; primary human leukocytes, anti-CD3, IL-2 HTRF, 48 h; Potency, µM (doses to about 9.22 µM), for inactives: top-dose activation of IL-2 secretion, most hits filed as activators; 330,000 tested, under 10 active; AID 504894; further: % of control where 0% means no effect
#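 TCR engagement came from a-CD3 beads alone, with compounds added to primary human leukocytes for 48 hr. Secreted IL-2 bridged europium cryptate- and d2-labelled anti-IL-2 antibodies, giving FRET emission at 665nm after 320nm excitation.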
# AT treatment = candidate therapy for ataxia-telangiectasia. […] A-T fibroblasts, KAP-1 phosphorylation AlphaLISA; neocarzinostatin DNA damage 30 min before lysis. Potency, µM (top dose mostly 57.5 µM), inactives show at the top dose activation, hits mostly activators. actives 0.19% (n = 320,000); further: potency means the concentration at half of the fitted maximal effect; % of control where 0% means no effect; nearly all actives have a fitted effect of over 45% in size
#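 hTERT-immortalized A-T patient fibroblasts ([…]), 500 cells/well in OPTI-MEM, 1% FBS, got compounds for 60 min, then NCS for 30 min at 37C. Lysates were then assayed for phospho-KAP-1 by AlphaLISA (anti-pKAP1 donor, anti-KAP1 acceptor beads), 6 hr at 25C.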
# Eya2 phos inh = inhibitors of human Eya2 phosphatase activity; actives 0.006% (n = 330,000); AID 488837; Potency, µM (series often up to 76.9 µM), for the others: at the highest dose activity, negative = inhibition, most hits filed as inhibitors; recombinant Eya2, OMFP fluorescence dephosphorylation (OMFP is methylfluorescein phosphate); further: potency means the concentration at half of the fitted maximal effect; on the % scale 0 is the no-effect control and ±100 the full control effect
# Target sequence (O00167 whole entry, looked up): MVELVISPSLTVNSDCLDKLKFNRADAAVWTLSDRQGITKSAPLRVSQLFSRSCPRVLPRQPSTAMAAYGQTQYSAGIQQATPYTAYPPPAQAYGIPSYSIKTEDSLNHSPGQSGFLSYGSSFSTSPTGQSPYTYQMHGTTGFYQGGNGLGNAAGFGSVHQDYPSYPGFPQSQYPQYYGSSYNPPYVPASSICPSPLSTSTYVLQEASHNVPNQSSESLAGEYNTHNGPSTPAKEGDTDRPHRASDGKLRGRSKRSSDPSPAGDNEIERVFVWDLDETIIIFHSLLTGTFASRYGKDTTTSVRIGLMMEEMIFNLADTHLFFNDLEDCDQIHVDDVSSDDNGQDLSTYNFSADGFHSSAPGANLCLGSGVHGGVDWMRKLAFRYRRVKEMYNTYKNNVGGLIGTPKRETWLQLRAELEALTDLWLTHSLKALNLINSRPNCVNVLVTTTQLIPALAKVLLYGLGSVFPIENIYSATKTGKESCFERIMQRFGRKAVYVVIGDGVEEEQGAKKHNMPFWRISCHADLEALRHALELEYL
#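 Eya2 (0.2 uM) preincubated 10 min at ambient with compound, then OMFP substrate added at 50 uM; 10 min reaction in 50 mM HEPES pH 7.5, 50 mM NaCl, 5 uM MgCl2, 0.05% BSA, 1 mM DTT. Fluorescence read at Ex 485/Em 525 nm.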
# TSG101-PTAP inh = blocks PTAP/TSG101 interaction to inhibit HIV-1 budding | Q99816 | Fluorescence polarization, FITC-PTAP peptide / Tsg101 binding | Potency, µM (highest dose often 115 µM), inactives show at the highest dose activity change, negative = inhibition, actives largely listed as inhibitors | 340,000 tested, under 10 active; active means well fitted inhibition curve with a large enough effect in the main read-out, with a control signal flat, not every such curve was filed as active; inconclusive means small, poorly fitted or top-dose-only effect, or effect the other way, or a change in a side signal; inactive means no such curve, though single readings can be large or run the other way; further: potency means the concentration at half of the fitted maximal effect; % of control where 0% means no effect
# Target sequence (Q99816 whole entry, looked up): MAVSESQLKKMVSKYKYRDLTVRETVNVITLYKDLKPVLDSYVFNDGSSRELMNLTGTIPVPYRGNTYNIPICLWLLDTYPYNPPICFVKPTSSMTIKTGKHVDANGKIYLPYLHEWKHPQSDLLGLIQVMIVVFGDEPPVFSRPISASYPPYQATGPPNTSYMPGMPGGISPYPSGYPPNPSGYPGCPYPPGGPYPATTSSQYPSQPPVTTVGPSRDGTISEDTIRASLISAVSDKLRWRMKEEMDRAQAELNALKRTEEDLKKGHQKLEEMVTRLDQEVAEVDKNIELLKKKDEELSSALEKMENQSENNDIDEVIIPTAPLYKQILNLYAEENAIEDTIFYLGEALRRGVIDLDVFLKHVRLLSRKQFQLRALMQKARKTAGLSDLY
#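 Fluorescence anisotropy tracks displacement of a FITC-tagged PTAP peptide (50 nM) from the Tsg101 binding domain (10 uM), following a 20 min room-temperature incubation at pH 7.5.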
# ELG1 DNA repair = blocks ELG1-dependent DNA repair in HEK293T cells | HEK293T ELG1-luciferase reporter, luminescence, 16 h; DNA damage induced by 5-fluorouridine | Potency, µM (doses to about 46.1 µM), for inactives: top-dose activity change, negative = inhibition, usual class: inhibitors | actives 2.3% (n = 330,000) | AID 504467; further: potency means the concentration at half of the fitted maximal effect; on the % scale 0 is the no-effect control and ±100 the full control effect; nearly all actives have a fitted effect of over 55% in size
#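 Reporter activity after DNA damage by 5-fluorouridine is monitored. Compound-treated cells incubate 16 hr at 37 °C, then ONE-Glo is added for 30 min before luminescence reading.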
# S-ASM inh = human S-ASM enzyme inhibition; placental ASM, HMU-PC fluorogenic substrate, 60 min; actives 0.006% (n = 340,000); Potency, µM (highest dose often 57.5 µM), inactives show at the highest dose activity change, negative = inhibition, actives largely listed as inhibitors; further: potency means the concentration at half of the fitted maximal effect
#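 HMU-PC0 cleavage (9 uM final) by human placental ASM, 60 min at 37 °C following 10 min compound exposure at RT; stopped at pH 10, fluorescence Ex 386/Em 447 nm.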
# BCR signal inh = chronic active BCR signaling inhibition. ABC-DLBCL IkBa-CBG/CBR reporter, luminescence ratio, 4 h. Potency, µM (highest dose often 46.1 µM), without a hit: at the highest dose ratio change, negative = lower green/red ratio, actives largely listed as inhibitors. actives 0.05% (n = 340,000). AID 493014; active means well fitted inhibition curve with a large enough effect in the signal ratio, with a control signal flat, not every such curve was filed as active; inconclusive means small, poorly fitted or top-dose-only effect, or effect the other way, or a change in a side signal; the % refers to the signal ratio;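 further: potency means the concentration at half of the fitted maximal effect; plate controls were basal doxycycline-induced cells for no effect and cells given 10 µM MG132 for full effect; MG132 reads +100%, hits lower the ratio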
#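 TMD8 ABC-DLBCL cells carrying doxycycline-inducible green luciferase fused to IkappaBalpha plus unfused red luciferase were exposed to compounds (up to 46 uM) for 4 hrs at 37C. Activity came from the overlap-corrected green/red luminescence ratio.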
# TSHR antag = human thyrotropin receptor antagonism; P16473; TSHR-expressing cells, TSH-stimulated cAMP HTRF, 2 h; stronger effect = lower value; activity change, negative = inhibition, % at 11.5 µM; actives 0.2% (n = 330,000);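 active means activity change below a set negative limit, meaning inhibition stronger than a set level, cut at about -70% in these data; inconclusive means activity change between two set negative limits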; further: on the % scale 0 is the no-effect control and ±100 the full control effect
#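 Cell-based HTRF cAMP assay; TSHR cells + compound, TSH EC80 (4nM final), 2 h, 37 deg C. Lysis with anti-cAMP cryptate and cAMP-d2, 30 min RT, read 665/620 nm.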
# Tb PFK inh = blocks T. brucei phosphofructokinase; Potency, µM (titrated, usually from 57.5 µM), inactives show at the highest dose activity, negative = inhibition, most hits filed as inhibitors; O15648; AID 485367; T. brucei PFK, ADP-Glo luminescence; actives 0.17% (n = 330,000);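 further: potency means the concentration at half of the fitted maximal effect; 0% = uninhibited 1x PFK enzyme wells and -100% = no-enzyme wells; nearly all actives have a fitted effect of over 60% in size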
#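 Compounds were pin-transferred as a titration series up to 57 uM into substrate buffer (0.5 mM F6P, 0.1 mM ATP, pH 8.0), then 1.25 nM PFK was added and reactions ran 45 min before ADP-Glo detection.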
# Mito fusion yeast = blocks mitochondrial division or promotes mitochondrial fusion | Potency, µM (top dose mostly 46.1 µM), inactives show top-dose growth rescue (activation), actives largely listed as activators | S. cerevisiae fusion-defective mutant growth rescue, CellTiterGlo 48 h | actives 0.23% (n = 320,000);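 further: potency means the concentration at half of the fitted maximal effect; % of control where 0% means no effect; nearly all actives have a fitted effect of over 45% in size; temperature-sensitive fusion mutants such as fzo1-1 at 37 °C on non-fermentable ethanol glycerol medium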
#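 Luminescent cell viability in 1536-well qHTS format served as the measure of rescued growth in ts fusion-mutant S. cerevisiae cultured on non-fermentable YPEG for 48 hours at 37C.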
# a7 integrin act = integrin-mediated muscular dystrophy alleviation activation | alpha7betagal myoblasts, beta-gal FDG fluorescence, 48 h | Potency, µM (doses to about 38.3 µM), inactives show at the highest dose activation, most hits filed as activators | actives 0.064% (n = 350,000);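 further: potency means the concentration at half of the fitted maximal effect; 100% = response of the positive control SU9516; nearly all actives have a fitted effect of over 60% in size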
#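 alpha7betagal+/- myoblasts (passage 13, 250/well) treated 48 h at 37C with compounds at 1:260 dilution of DMSO stock. Lysed, then beta-galactosidase activity read as FDG fluorescence (ex 480/em 540) after 30 min, with pre-read for autofluorescence.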
# Starred values were filed as active, the others as inactive; ? = inconclusive; . = no result given; [ ] = remark or other dose. Unless noted, the call rests on the fitted dose curve; in most records, active means well fitted curve in the direction sought with a large enough effect; inconclusive means small, poorly fitted or top-dose-only effect, or another doubt; inactive means no such curve, though single readings can be large; an effect the other way counts as inactive or inconclusive. Compounds as they come; overall some 3.2% were active at least once.
SMILES,TCR act,AT treatment,Eya2 phos inh,TSG101-PTAP inh,ELG1 DNA repair,S-ASM inh,BCR signal inh,TSHR antag,Tb PFK inh,Mito fusion yeast,a7 integrin act
O=C(COC(=O)COc1ccccc1Cl)Nc1ccccc1OC(F)F,-3%,2%,-34%,-6%,3%,1%,1%,-9,0%,1%,0%
Cc1nn2c(=O)cc(COC(=O)c3ccc(S(=O)(=O)N4CCCCC4)cc3)nc2s1,3%,.,13%,-4%,-2%,4%,-20%,2,1%,-2%,14%
Cc1ccc(C)c2c1cc(C)c1nnc(SCc3ccccn3)n12,1%,7%,-2%,-5%,9%,1%,?,-5,-4%,-19%,-22%
O=C(O)c1ccccc1NCc1ccsc1,8%,4%,-9%,1%,5%,11%,2%,9,1%,20%,26%
Cc1ccc(NC(=O)c2ccc([N+](=O)[O-])s2)cc1S(=O)(=O)N1CCOCC1,-3%,2%,-7%,-4%,6.5µM*,-6%,1%,-10,-1%,.,-73%[inhibitor]
CCOC(=O)CC1=CC(C)(CC(=O)OCC)C(C#N)(C#N)C(N)=C1C#N (stereo not given),1%,3%,6%,-4%,-21%,-4%,?,-7,1%,-6%,-27%
COc1ccc(S(=O)(=O)NCC(c2ccco2)N2CCc3ccccc3C2)cc1 (stereo not given),3%,3%,5%,-4%,0%,0%,0%,14,4%,9%,?
CCNC(=O)CSc1nnc(C2CC2)n1-c1ccccc1,4%,5%,-7%,-6%,-9%,-1%,-11%,4,-5%,-2%,-1%
COc1ccc(CCNC(=O)Nc2ccc([N+](=O)[O-])cc2)cc1OC,-2%,0%,-7%,-4%,-11%,-4%,1%,2,-7%,-1%,?
Cc1cccc(N2CCN(C(=O)c3ccc(NC(=O)CC4SC(N5CCCC5)=NC4=O)cc3)CC2)c1C (stereo not given),1%,-4%,2%,-10%,-18%,-7%,-1%,.,-2%,.,-35%
CC1SC(=NC(=O)C(C)N2C(=O)c3ccccc3C2=O)NC1=O (stereo not given),1%[46.1 µM],3%,-9%,-1%,10%,2%,0%,1,-1%,-4%,34%
COc1ccc(C2c3c(ncn(CCCN4CCOCC4)c3=N)Oc3ccc4ccccc4c32)cc1OC (stereo not given),-7%,-5%,-6%,0%,?,-2%,?,-10,1%,-6%,-62%[inhibitor]
Cc1ccc(-n2cc(CNCCN3CCOC3=O)c(-c3cccc(C)c3)n2)cc1,16%,3%,0%,2%,-18%,-3%,0%,8,4%,-5%,-22%
O=C(CSC(=O)c1ccccc1)Nc1ccccc1F,3%,-6%,-6%,0%,7%,2%,?,-8,-6%,.,0%
Cn1ccnc1SCC(=O)N1CCN(S(=O)(=O)c2ccccc2)CC1,5%,0%,12%,-4%,3%,7%,-1%,-6,1%,-4%,0%
C=CC[C@H](CC(=O)NCCO)C(=O)NCCOC(=O)[C@@H](CC=C)Cc1ccc(F)cc1,-5%,2%,6%,1%,15%,0%,?,5,1%,.,-1%
COC(=O)c1c(N2C(=O)Nc3ccccc3N2O)sc(C)c1C,-4%,-4%,9%,-1%,5%,1%,8%,-8,-1%,3%,19%
CN(C(=O)CSc1ncnc2sccc12)C1CCS(=O)(=O)C1 (stereo not given),-4%,4%,3%,-1%,21%,12%,-11%,26,0%,-5%,1%
Cc1ccc(S(=O)(=O)c2nc(-c3ccco3)oc2SC(C)C)cc1,5%,0%,-3%,2%,-1%,-1%,9%,-14,-2%,3%,0%
c1ccc(Nc2nc(-c3ccccc3)nc3ccccc23)cc1,-2%,20%,-6%,0%,-10%,-14%,15%,6,-1%,-18%,-8%
O=[N+]([O-])c1ccccc1S(=O)(=O)N1CCN(c2ccccc2)CC1,-1%,14%,-7%,-1%,-25%,2%,?,21,2%,-2%,21%
Cc1cccc(C)c1OCC(=O)Nc1ccc2c(c1)OCCO2,-1%,9%,19%,-2%,?,3%,?,21,2%,0%,?
Cc1ccccc1NC(=O)NCCCN1CCN(C)CC1,-4%,-6%,14%,-6%,12%,0%,1%,9,0%,5%,?
Cc1nc(-c2ccc(S(=O)(=O)Nc3ccc(Br)cc3Cl)s2)cs1,2%,15%,0%,-5%,-1%,-25%,?,3,1%,?,?
CN(CC(=O)NCCc1ccc(F)cc1)CC(=O)Nc1ccc(F)c(F)c1F,1%,-5%,0%,-2%,1%,-2%,-8%,10,0%,4%,-13%
SMILES,TCR act,AT treatment,Eya2 phos inh,TSG101-PTAP inh,ELG1 DNA repair,S-ASM inh,BCR signal inh,TSHR antag,Tb PFK inh,Mito fusion yeast,a7 integrin act
CCC(=O)Nc1cccc(NC(=S)NC(=O)c2ccccc2)c1,-3%[46.1 µM],2%,-5%,0%,?,-8%,?,5,5%,0%,-5%
O=C(NCCCn1ccnc1)c1cc(S(=O)(=O)N2CCOCC2)c(Cl)cc1Cl,5%,10%,1%,-3%,1%,4%,2%,-9,2%,1%,-4%
Cc1cc(=O)n2c3c(sc2n1)C(=O)N(Cc1ccccc1)C3=O,.,15%,5%,.,-9%,.,10%,-5,0%,-1%,.
Cc1cccc(NC(=O)COc2ccc(-c3nn(C)c(=O)c4ccccc34)cc2)c1,-5%,-3%,0%,1%,15µM*,-8%,-14%,-2,2%,7%,-41%
Cc1cc(C)c([N+](=O)[O-])cc1-c1ccc(/C=N/c2c(-c3ccco3)nc3ccccn23)o1,0%,-7%,-8%,0%,?,90%[activator],-1%,-7,-8%,-2%,-20%
Cc1ccc(-c2[nH]nc3c2C(C)C(C#N)=C(N)O3)cc1 (stereo not given),-2%[46.1 µM],-1%,-6%,-4%,3%,19%,-10%,-2,2%,0%,12%
CCC(=O)Nc1nnc(S(=O)(=O)N2CCc3ccccc32)s1,-10%,7%,-1%,-1%,-5%,-1%,-9%,-3,1%,3%,-17%
O=C(O)COc1ccc(-c2nnn(Cc3ccccc3F)n2)cc1,-16%,.,2%,-3%,26%,0%,7%,8,11%,0%,-41%
Cc1nc(N2CCN(S(=O)(=O)c3cccc4nonc34)CC2)c2c3c(sc2n1)CCCC3,2%,1%,13%,-2%,18µM*,0%,-2%,?,2%,6%,8%
O=C(CCNC(=O)c1ccc(Br)cc1)Nc1ccc(S(=O)(=O)N2CCCCC2)cc1,3%,1%,39%,-4%,10%,9%,?,1,-1%,1%,-13%
O=C(CCS(=O)(=O)c1ccccc1)Nc1nc2c(s1)COc1ccccc1-2,4%,-2%,6%,-7%,?,1%,9%,-4,-7%,0%,-59%[inhibitor]
O=C1C(=O)N(c2ccc(O)cc2)C(c2ccccc2[N+](=O)[O-])/C1=C(\O)c1ccccc1 (stereo not given),2%,-38%,2%,-15%,0%,0%,?,-2,1%,3%,-33%
O=C(CN1CCN(S(=O)(=O)c2ccccc2)CC1)NC1CC1,7%,3%,-5%,2%,-10%,3%,8%,2,-15%,2%,11%
CCN(CC(=O)Nc1c(F)cccc1F)C(=O)C1CCN(C(=O)Nc2ccccc2)CC1,-1%,-10%,13%,0%,13%,5%,-2%,28,2%,-3%,-26%
COc1cccc(CNC(=O)CC2C(=O)NCCN2Cc2ccoc2)c1OC (stereo not given),-1%,-4%,-1%,-3%,-2%,4%,1%,0,-4%,0%,-26%
COC(=O)C1=C(C(=O)OC)C2C(C)=CC(C)=CN2C(C(=O)OC)=C1C(=O)OC (stereo not given),-3%[46.1 µM],2%,-5%,-8%,2%,492%[activator],0%,7,-2%,-4%,-18%
CCN(CC(=O)NCc1ccc(Cl)cc1)C(=O)COc1ccc(C)cc1C,2%,-10%,12%,0%,?,1%,7%,9,-7%,5%,1%
COC(=O)/C=C1\S/C(=N/N=C/c2ccc(Cl)cc2)NC1=O,-44%,-10%,7%,-3%,1%,-5%,2%,-1,-11%,2%,19%
